Vif inh = HIV Vif inhibition | HEK293T cells, Vif self-association by quenched fluorescence, imaging, 24 h | inhibition, % at 7.49 µM | 0.35% of 340,000 active; in the data active = inhibition above about 50%, passing the limit was not always enough; inconclusive = no clear call, values can overlap the other calls; inactive = below about 31%; also: some results filed as inactive read as strong as hits
Shn3 3UTR inh = inhibitors of Schnurri-3 3'UTR reporter in osteoblasts | Clone20 osteoblast Shn3 3'UTR firefly luciferase, 24 h | inhibition, % at 12.5 µM | 0.52% of 360,000 active;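 active = mean inhibition of at least 75% with every replicate also reaching 75%; inconclusive = mean inhibition at least 75% but some replicate below; inactive = mean inhibition below 75%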;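 also: 0% = median of neutral control wells and 100% = pilot-screen positive control compound; some compounds past the cut are filed as inactive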
KKLEB tox = counter-screen for CF NF-kB inhibitors: cytotoxicity; KKLEB CF airway cells viability, ATPlite luminescence, overnight; hits give low values; cells stimulated with P. aeruginosa culture filtrate; activity change (cytotoxicity), % at 5 µM; 0.36% of 360,000 active;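 active = corrected activity change at or below -50% at 5 µM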
CaV13 ICDI inh = Disruptors of the CACNA1D IQ motif to Ca2+-dependent inactivation inhibitor domain association, primary screening, Förster resonance energy transfer in intact living … | 0.098% of 340,000 active | inhibition, % at 12.3 µM | HEK cells, CFP/YFP FRET ICDI-IQ, plate reader, 10 min; percent FRET-ratio fall versus neutral wells;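 active = mean replicate inhibition of at least 30% and at least 1% of replicates passing that level; inconclusive = only one of the two criteria is met; inactive = neither criterion is met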;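 also: 0% = median of the neutral control wells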
PDI inh = inhibitors of human protein disulfide isomerase | P07237 | PDI insulin aggregation turbidity, A650, 90 min | inhibition, % at 10 µM | 0.052% of 350,000 active;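 active = mean inhibition across replicates of 30% or more, whatever share of single replicates reach that level; inconclusive = mean inhibition below 30% while every single replicate reaches 30%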;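 also: absorbance from insulin aggregation driven by PDI reduction with DTT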
Target sequence (P07237 whole entry, looked up): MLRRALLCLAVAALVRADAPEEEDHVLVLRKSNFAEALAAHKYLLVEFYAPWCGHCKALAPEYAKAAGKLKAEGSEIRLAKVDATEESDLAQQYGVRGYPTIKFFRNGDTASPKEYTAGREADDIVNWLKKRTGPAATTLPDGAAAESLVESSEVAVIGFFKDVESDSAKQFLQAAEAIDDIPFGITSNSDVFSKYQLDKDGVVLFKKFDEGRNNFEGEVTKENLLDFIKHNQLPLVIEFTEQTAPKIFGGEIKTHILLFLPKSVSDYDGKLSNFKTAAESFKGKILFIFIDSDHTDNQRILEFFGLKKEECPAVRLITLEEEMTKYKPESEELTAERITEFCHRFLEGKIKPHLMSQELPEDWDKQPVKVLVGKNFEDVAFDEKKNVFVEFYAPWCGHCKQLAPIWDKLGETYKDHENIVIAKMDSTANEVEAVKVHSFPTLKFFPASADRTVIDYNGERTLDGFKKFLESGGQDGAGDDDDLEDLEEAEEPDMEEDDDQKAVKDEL
HIF-2a block = HIF-2a inhibition | 786-0 RCC cells HIF-2a reporter, luciferase luminescence, overnight | inhibition, % at 18.8 µM | 0.72% of 360,000 active | AID 624352;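 active = inhibition of the luminescence signal of 40% or more relative to plate controls, in a single-dose primary screen at 18.75 µM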
TRPM1 prom inh = MITF TRPM1 promoter inhibition in SK-MEL-5 cells; SK-MEL-5 TRPM1 promoter luciferase, 24 h; inhibition, % at 12.5 µM; 0.83% of 330,000 active;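 active = mean inhibition across replicates of 60% or more, whatever share of single replicates reaches that level; inconclusive = some that reach 60%, reason not given; inactive = mean inhibition across replicates below 60%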; also: values of inactives mirror those of a sister screen read the other way
Peg3 promoter = Peg3 promoter activity inhibition | 1.7% of 360,000 active | HeLa PEG-Prom luciferase reporter, luminescence, overnight | AID 588405 | inhibition, % at 20 µM;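 active = inhibition of at least 50% at 20 µM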
NR2E3 ag-1 = human photoreceptor-specific nuclear receptor agonism; inhibition of corepressor binding, % at 3.98 µM; 0.35% of 360,000 active; Q9Y5X4; CHO-S Gal4-NCOR/VP16-NR2E3 two-hybrid, luciferase; AID 602229;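 active = inhibition above the mean of all tested compounds plus 3 SD, cut at about 70% in these data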;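 also: 0% = DMSO with NR2E3 transfected cells and 100% = cells lacking NR2E3 construct; higher means lower luciferase signal from less NR2E3 corepressor binding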
Target sequence (Q9Y5X4 whole entry, looked up, the tested form may be a part): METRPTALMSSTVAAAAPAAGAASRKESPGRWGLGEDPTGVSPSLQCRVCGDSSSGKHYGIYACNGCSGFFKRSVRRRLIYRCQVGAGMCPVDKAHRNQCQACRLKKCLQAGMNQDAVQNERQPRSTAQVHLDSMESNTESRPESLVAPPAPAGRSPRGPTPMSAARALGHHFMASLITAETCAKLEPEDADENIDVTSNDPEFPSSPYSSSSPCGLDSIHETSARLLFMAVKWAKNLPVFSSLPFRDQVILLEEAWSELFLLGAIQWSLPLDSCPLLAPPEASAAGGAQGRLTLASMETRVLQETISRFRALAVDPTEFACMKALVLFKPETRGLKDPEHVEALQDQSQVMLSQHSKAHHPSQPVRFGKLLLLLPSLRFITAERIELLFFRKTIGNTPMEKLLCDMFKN
NR2E3 ag-2 = agonists of human nuclear receptor NR2E3; GST-NR2E3/biotin-RetCOR TR-FRET, 1536-well; inhibition of corepressor binding, % at 4.78 µM; 0.12% of 320,000 active; AID 2300;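 active = percent inhibition above the cutoff of mean plus 3 SD of all tested compounds, set per screening campaign, cut at about 20% in these data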;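 also: 0% = DMSO wells and 100% = biotin wells as full block of FRET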
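System: GST-NR2E3 and biotin-RetCOR proteins; probe or stimulus: 7 nM biotin-RetCOR; doses: compound at 4.8 µM, single dose; schedule: Compound–protein incubation for 5 h at 4 °C; detection: time-resolved FRET; read-out: percent inhibition; controls: biotin wells as high control, 0.6% DMSO wells as low control; format: 1536-well plates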
CF NFkB block = blocks PAF-induced NF-kB reporter in cystic fibrosis cells; AID 588850; KKLEB NF-kB-GFP reporter, GFP fluorescence overnight; 0.86% of 360,000 active; inhibition, % at 5 µM;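 active = at least 50% inhibition at 5 µM, scaled per plate between neutral and stimulator controls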;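 also: PAF is a Pseudomonas aeruginosa culture filtrate used as stimulus; plate controls were PAF-stimulated DMSO wells for no effect and unstimulated DMSO wells for full effect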
* hit, by the source's call; ? = inconclusive; . = no result given.

SMILES	Vif inh	Shn3 3UTR inh	KKLEB tox	CaV13 ICDI inh	PDI inh	HIF-2a block	TRPM1 prom inh	Peg3 promoter	NR2E3 ag-1	NR2E3 ag-2	CF NFkB block
COc1cc(-c2nc(-c3ccccc3)c(-c3cccs3)[nH]2)cc(OC)c1O	-7	4	11	-6	-6	16	2	20	-7	-1	-72
CCc1ccc(/C=C/C(=O)c2ccc(N3CCOCC3)cc2)cc1	.	-19	-4	-6	-10	-106	-10	-86	-28	0	17
Cc1cccc(NC(=O)C(NS(=O)(=O)c2ccc3c(c2)CCC(=O)N3)c2ccccc2)n1 (stereo not drawn)	4	-3	5	-9	-4	-6	10	-8	5	-6	6
COc1ccc(CCN2CC(C(=O)NCCc3ccc(F)cc3)CCC2=O)cc1 (stereo not drawn)	0	10	-23	-16	-5	-10	9	3	-12	3	8
COc1cccc(NC(=O)CN(C)C(C)C(=O)Nc2ccc(C(C)=O)cc2)c1 (stereo not drawn)	6	3	-3	-6	0	17	-5	8	-6	0	-17
CCN(CC)CCC(c1ccc(N(C)C)cc1)c1c(O)cc(OC)cc1OC (stereo not drawn)	?	-8	0	-5	-5	-10	0	-43	-18	5	-13
Cc1sc2ncnc(N(C)C3CCCCC3)c2c1C	14	3	13	-2	-3	-25	4	-31	-31	4	8
Cc1cc(-c2[nH]nc3c2C(c2cccc(O)c2)C(C#N)=C(N)O3)c(C)s1 (stereo not drawn)	-7	-19	2	-3	-1	14	15	19	-23	-4	14
CN(c1ccc(C(=O)Nc2cccnc2)cc1)S(=O)(=O)c1ccccc1	7	-1	-12	-3	-46	-19	-9	-3	-17	2	22
CCOc1cc(C(=O)NCC(=O)N2CCC3(CC2)NCCc2[nH]cnc23)cc(OCC)c1OCC	8	0	5	-2	2	11	12	3	-1	2	-28
CSc1ccccc1C(=O)N1CCOCC1	.	-11	0	.	-8	2	2	10	12	7	-6
CCOc1cc(CN2CCCC(CNC(=O)c3ccc(F)cc3)C2)ccc1OC (stereo not drawn)	10	.	-4	-5	1	10	5	1	4	0	2
CN(C)c1ccc(NC(=O)CN2CCC(N3CCCCC3)CC2)cc1	0	-27	5	-3	2	-9	2	3	4	-2	-25
COc1ccc(S(=O)(=O)N2CCC(C(=O)N3CCOCC3)CC2)cc1	-6	1	3	.	-5	3	-8	26	1	0	-14
COc1ccc(OC)c(-c2csc(N(CC3CCCO3)C(=O)Cc3ccccc3)n2)c1 (stereo not drawn)	2	37	0	-8	3	14	-10	8	-32	1	3
Cc1ccc(CSC2=NCCN2C(=O)C(C)Oc2ccccc2)cc1 (stereo not drawn)	14	-9	2	-7	3	18	3	2	28	0	18
CCOC(=O)/C(C#N)=C/Nc1cc(C(=O)OCC)cc2c(OC)c(OC)ccc12	11	20	5	-10	-9	11	11	14	-4	.	-10
O=C(Nc1ccc(O)c2c(=O)cc(-c3ccccc3Cl)oc12)c1ccc(Cl)c(Cl)c1	1	-2	-12	-10	-7	7	6	11	-19	-3	26
COc1ccc(-c2ccc3c(c2)S(=O)(=O)c2cccc(C(=O)O)c2C3=O)cc1OC	0	3	12	-12	12	12	0	-3	-8	4	-31
C[C@]12c3[nH]c4ccccc4c3CCN1C(=O)C(CC(=O)NCCc1ccccn1)C[C@@H]2C(=O)N1CCCCC1 (stereo partly drawn)	.	-21	0	-4	-7	3	-4	-4	-8	.	-9
CC(C)CC(=O)NCc1ccc(F)cc1	-2	-18	1	-2	6	10	-2	-3	-17	0	0
COc1cc(C(=O)Nc2ccc3nc4n(c(=O)c3c2)CCCC4)ccc1Br	-19	7	6	-4	2	-12	-17	-12	-14	-4	-1
CCCN(CCC)CCNS(=O)(=O)c1ccc2c(c1)CCN2C(=O)C1CCC1	9	5	8	-6	-2	-16	-7	11	1	1	13
CSc1nc2nc3c(cc2c(=O)n1-c1ccccc1C)COC(C)(C)C3	-3	.	0	-7	4	3	9	11	-2	2	-16

Ordered by formula weight (lowest first): three of the compounds above.
SMILES	Vif inh	Shn3 3UTR inh	KKLEB tox	CaV13 ICDI inh	PDI inh	HIF-2a block	TRPM1 prom inh	Peg3 promoter	NR2E3 ag-1	NR2E3 ag-2	CF NFkB block
COc1ccc(S(=O)(=O)N2CCC(C(=O)N3CCOCC3)CC2)cc1	-6	1	3	.	-5	3	-8	26	1	0	-14
COc1ccc(-c2ccc3c(c2)S(=O)(=O)c2cccc(C(=O)O)c2C3=O)cc1OC	0	3	12	-12	12	12	0	-3	-8	4	-31
COc1ccc(OC)c(-c2csc(N(CC3CCCO3)C(=O)Cc3ccccc3)n2)c1 (stereo not drawn)	2	37	0	-8	3	14	-10	8	-32	1	3

(listing goes on)
SMILES	Vif inh	Shn3 3UTR inh	KKLEB tox	CaV13 ICDI inh	PDI inh	HIF-2a block	TRPM1 prom inh	Peg3 promoter	NR2E3 ag-1	NR2E3 ag-2	CF NFkB block
CC(C)C(NS(=O)(=O)c1cccs1)C(=O)N1CCC(C(N)=O)CC1 (stereo not drawn)	0	-26	-5	-3	-12	6	3	5	13	5	-19
CC(Sc1ccccc1)C(=O)Nc1ccc(S(=O)(=O)N2CCOCC2)cc1 (stereo not drawn)	-9	-6	9	-3	-4	1	-10	1	-13	2	0
COc1ccccc1C(=O)NNC(=O)C12CC3CC(CC(C3)C1)C2	-3	3	4	-3	-3	23	32	28	-44	-3	-2
CC(=O)N1CC(C)Sc2ccc(S(=O)(=O)NCCc3ccccc3)cc21 (stereo not drawn)	-5	12	0	-2	1	-92	4	-59	48	1	14
CC(C)[C@H](NC(=O)Nc1ccccc1F)C(=O)O	1	2	12	.	-2	2	-5	18	-3	2	17
O=[N+]([O-])c1ccccc1/C=C/CN1CCCCC1CO (stereo not drawn)	-2	-18	5	-2	24	2	-3	9	-26	.	-7
COc1ccc(C(=O)Nc2c(-c3ccccc3)nc3ccccn23)c(OC)c1	-2	-13	0	-3	5	20	-5	16	-8	1	4
N#C/C(=C\c1ccc(O)c([N+](=O)[O-])c1)c1nc2ccccc2s1	-14	-2	-9	-20	14	-149	-1	-50	13	.	44
CC(C)CN(C(=O)CN(C)C(=O)c1ccco1)c1c(N)n(CC(C)C)c(=O)[nH]c1=O	-7	-1	-2	-5	-2	15	-1	2	-9	-4	8
C=CC[C@H](CC(=O)NCCO)C(=O)N[C@H](C)COC(=O)[C@@H](CC=C)Cc1ccc(F)cc1	-10	-2	8	-10	18	5	-12	-1	13	.	7
Cc1ccc(S(=O)(=O)c2cc(Nc3ccccc3)ccc2O)cc1	0	-8	-2	-4	-7	10	-8	5	12	-1	3
O=C(Cc1c(F)cccc1Cl)NNC(=O)c1ccccc1Cl	24	3	1	-7	-3	8	10	-2	-19	2	-9
COC(=O)c1ccccc1NC(=O)C1(S(=O)(=O)c2ccc(Cl)cc2)CC1	12	15	1	-3	-14	9	13	27	-12	5	19
CCn1cc(C(=O)N[C@@H](CCSC)C(=O)NCCOC)c(=O)c2cc3c(cc21)OCO3	-1	10	0	-4	7	19	5	-7	-28	5	14
O=C(O)C1C2CCC(C2)C1C(=O)Nc1ccc(Cl)c(Cl)c1 (stereo not drawn)	7	3	-3	-5	-1	6	-39	29	-5	-1	2
C/C(=N\NC(=O)c1ccco1)c1ccc(NC(=O)c2ccccc2)cc1	0	-67	5	-2	-1	-194	-64	-131	-109	-6	-12
COc1ccccc1NC(=O)CCN1CCN(C)CC1	-6	-27	-14	-6	-9	5	-8	16	9	-1	11
C/C(=N\OCc1ccc(C#N)cc1)c1cc2ccccc2o1	-1	4	8	0	1	-105	-23	-49	-38	2	-20
COc1ccccc1C(=O)NC(=O)COc1ccc(Cl)cc1Cl	-14	-21	4	-6	-8	0	0	0	-13	0	-3
CC1CCc2nc(NC(=O)C3CCCO3)sc2C1 (stereo not drawn)	.	-18	-16	-9	-5	-148	-36	-109	-140	3	6
C=CCn1c(C)cc(C(=O)COc2ccc(N(C)S(=O)(=O)c3ccc(NC(C)=O)cc3)cc2)c1C	4	56	-7	-5	12	2	14	8	8	.	18
c1ccc(NCc2ccccn2)cc1	4	-31	14	0	3	-106	-14	-70	-25	1	-19
CCSc1nnc(-c2cc(Br)ccc2N)c(=O)[nH]1	16	-7	4	1	7	11	4	6	-9	0	11
COc1cc(OC)cc(C(=O)N[C@H](C(=O)Nc2cc(C)cc(C)c2)C(C)C)c1	6	4	2	-7	6	14	8	3	-24	0	0
COc1ccc2c(c1)CC/C(=C\C=C\c1ccccc1OC)C2=O	-15	-19	1	-4	-5	-144	-79	-45	-77	0	-8
O=C(c1c[nH]c2ccc(S(=O)(=O)N3CCOCC3)cc2c1=O)N1CCN(c2ccccn2)CC1	-4	-9	5	.	9	13	1	18	-4	.	-3
COCCNC(=O)C(c1ccc(F)cc1)N(CCOC)C(=O)CCC(=O)Nc1ccccn1 (stereo not drawn)	-6	4	10	-4	1	6	-4	11	-17	-1	5
Cc1ccc(SCC(=O)O/N=C(\N)c2cccc([N+](=O)[O-])c2)cc1	.	1	8	-8	3	-34	-7	-3	-21	5	16
COc1ccc(N2CCN(CCNC(=O)CCC(=O)NNc3nc4ccccc4c4nc(C)nn34)CC2)cc1	-3	4	3	.	4	4	1	-14	-31	1	-9
CCCCCn1c(CN2CCN(Cc3ccccc3)CC2)nc2c1c(=O)n(C)c(=O)n2C	-4	24	1	-4	-4	9	4	17	-19	4	-8
Cc1ccc(NC(=O)NC(=O)N(C(C)C)S(C)(=O)=O)nc1	0	7	2	-5	4	-12	-5	2	14	0	5
COC(=O)Cc1ccc(NC(=S)NNC(=O)C2CC2)cc1	-3	8	0	-5	-10	10	2	-7	22	2	12
CCCn1c(C(C)NC(C)=O)nc2ccccc21 (stereo not drawn)	8	5	3	-7	15	13	8	16	-1	7	0
CC(Oc1ccc(Br)cc1)C(=O)N1CCN(c2ccccn2)CC1 (stereo not drawn)	-7	3	-14	-5	6	22	7	3	-9	.	18
O=C1CCN(Cc2ccc(O)cc2)CCN1[C@H](CO)c1ccccc1	1	-37	14	-6	8	2	-4	1	6	-2	-19
CCc1ccc(NC(=O)CC2C(=O)NCCN2C(=O)c2ccc(F)cc2)cc1 (stereo not drawn)	0	4	8	-5	-5	4	-6	23	-21	0	-14
COc1ccc(NS(=O)(=O)c2cc3c(cc2C)N(C(C)=O)CCO3)cc1OC	3	13	11	-7	.	9	-5	7	7	-3	2
CCN(C(=O)c1cc2c(s1)-c1ccccc1OC2)c1cc(OC)ccc1OC	14	5	-14	-2	.	-32	.	-31	8	1	9
Cc1ccccc1-c1nc(CS(=O)(=O)CC(=O)NCCCN2CCN(C)CC2)c(C)o1	-9	6	-3	-8	-16	4	-11	9	-14	0	6
O=C(NCCc1csc(-c2ccccc2)n1)c1ccc(Br)o1	-7	10	-5	-3	.	-16	.	22	-10	3	26

Compound activity as filed in PubChem.
